Screens deposited in PubChem by several laboratories.
ZTA DNA inh: ZTA (EBV) inhibition in EBNA-1 counter-screen; ZTA-DNA binding, fluorescence polarization; inhibition, % at 11 µM; AID 2234; P03206; actives 0.15% (n = 320,000); in the data active = inhibition above about 33%
Target sequence (P03206 whole entry, looked up): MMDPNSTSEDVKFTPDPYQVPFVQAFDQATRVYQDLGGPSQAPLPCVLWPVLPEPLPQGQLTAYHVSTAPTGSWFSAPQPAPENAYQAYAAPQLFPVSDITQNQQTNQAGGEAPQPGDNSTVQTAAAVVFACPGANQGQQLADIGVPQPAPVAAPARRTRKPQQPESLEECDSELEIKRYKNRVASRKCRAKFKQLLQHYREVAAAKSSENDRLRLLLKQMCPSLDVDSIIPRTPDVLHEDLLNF
TPT1 inhibitor: inhibitors of Candida albicans tRNA 2'-phosphotransferase TPT1 | recombinant caTPT1, FP RNA substrate dephosphorylation | actives 0.81% (n = 300,000) | inhibition, % at 5 µM;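 active = inhibition above the mean of all tested compounds plus 3 SD, set per screening campaign, cut at about 24% in these data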;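 also: plate controls were DMSO alone for no effect and ferristatin control at 100 nM for full effect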
Efflux pump mplx: blocks antifungal efflux pumps in multiplex yeast assay. actives 0.44% (n = 330,000). AID 485275. inhibition, % at 10 µM. S. cerevisiae Candida pump triplex, Nile Red efflux;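 active = plate passing quality check with inhibition over a set limit, or well fluorescence over plate mean plus 4 SD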;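 also: Nile Red retained in pooled yeast measured as flow cytometry median fluorescence; 0% = buffer negative control and 100% = Enniatin B positive control; higher means more Nile Red kept so more efflux inhibition; some compounds called inactive have numbers as strong as hits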
core dimer inh: HCV core protein dimerization inhibition; TR-FRET GST/Flag-core106 dimerization, 1536-well; inhibition, % at 5 µM; actives 0.33% (n = 300,000); AID 1899;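 active = inhibition above the mean of all tested compounds plus 3 SD, set per screening campaign, cut at about 45% in these data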
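test system = GST/Flag-tagged HCV core106 proteins | probe or stimulus = Eu donor and XL665 acceptor anti-tag antibodies | times = compound-protein-antibody incubation 4 h at 22.5 °C | signal = TR-FRET, excitation 340 nm, emission 617 and 671 nm | measure = percent inhibition of core106 dimerization signal | controls = wells lacking GST-core106 and wells with excess unlabelled core106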
PREPL inh: inhibits the human prolyl oligopeptidase-like enzyme; Q4J6C6; inhibition, % at 5.96 µM; recombinant PREPL, fluorescence polarization activity-based probe; actives 0.68% (n = 320,000); in the data active = inhibition above about 43%;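 also: 0% = enzyme with DMSO and 100% = wells lacking enzyme; many of its hits are not listed in these tables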
Fh CTSL1 inh: blocks F. hepatica cathepsin L1 in PFM18AAP counter-screen; inhibition, % at 5.96 µM; recombinant F. hepatica cathepsin L1, Z-Leu-Arg-MCA fluorescence; actives 0.49% (n = 300,000); AID 1906;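 active = inhibition above the mean of all tested compounds plus 3 SD, set per screening campaign, cut at about 17% in these data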;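 also: 0% = plate median of test compound wells and 100% = 1 µM Z-Phe-Ala-diazomethylketone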
PP5 primary: inhibitors of human protein phosphatase 5 (PP5); P53041; purified PP5c, OMFP substrate fluorescence; inhibition, % at 6.7 µM; actives 0.18% (n = 320,000); AID 1987;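 active = inhibition above the campaign's mean inhibition across all tested compounds plus 3 SD, cut at about 9.5% in these data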;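 also: 0% = DMSO only and 100% = 100 µM cantharidin control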
Target sequence (P53041 whole entry, looked up): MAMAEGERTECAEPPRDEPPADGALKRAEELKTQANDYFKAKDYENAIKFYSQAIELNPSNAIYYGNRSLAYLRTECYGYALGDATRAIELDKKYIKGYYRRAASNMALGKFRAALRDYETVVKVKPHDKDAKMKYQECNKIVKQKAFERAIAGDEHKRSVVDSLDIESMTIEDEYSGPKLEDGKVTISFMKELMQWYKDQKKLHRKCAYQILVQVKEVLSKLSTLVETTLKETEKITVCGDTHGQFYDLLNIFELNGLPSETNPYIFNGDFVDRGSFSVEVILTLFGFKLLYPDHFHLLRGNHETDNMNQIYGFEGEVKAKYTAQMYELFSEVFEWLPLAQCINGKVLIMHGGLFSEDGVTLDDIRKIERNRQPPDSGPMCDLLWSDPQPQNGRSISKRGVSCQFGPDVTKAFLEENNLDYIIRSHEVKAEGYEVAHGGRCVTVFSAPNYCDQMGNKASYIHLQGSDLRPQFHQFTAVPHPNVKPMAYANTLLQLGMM
PP1 counter: blocks human PP1-alpha phosphatase, a PP5 counter-screen; P62136; purified PP1alpha, OMFP fluorescence; inhibition, % at 6.7 µM; actives 0.9% (n = 320,000); AID 2235;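 active = inhibition above the mean inhibition of all tested compounds plus 3 SD, computed separately for each screening campaign, cut at about 15% in these data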
Target sequence (P62136 whole entry, looked up): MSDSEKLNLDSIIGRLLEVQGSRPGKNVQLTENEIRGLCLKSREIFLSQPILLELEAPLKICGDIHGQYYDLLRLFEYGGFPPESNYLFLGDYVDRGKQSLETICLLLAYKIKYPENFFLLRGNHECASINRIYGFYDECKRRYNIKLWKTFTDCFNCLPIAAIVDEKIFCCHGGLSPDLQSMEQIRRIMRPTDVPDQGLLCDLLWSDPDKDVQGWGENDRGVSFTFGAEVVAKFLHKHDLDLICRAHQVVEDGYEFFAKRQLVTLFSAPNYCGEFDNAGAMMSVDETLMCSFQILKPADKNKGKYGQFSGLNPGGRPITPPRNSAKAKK
EBNA-1 inh: blocks EBNA-1 binding to DNA | EBNA-1 DNA binding, fluorescence polarization | inhibition, % at 14.8 µM | actives 0.34% (n = 300,000); in the data active = inhibition above about 28%
* hit, by the source's call; x = no result given. These rows are one share of the data (hit frequency here may not be typical).

cpd	canonical_smiles	ZTA DNA inh	TPT1 inhibitor	Efflux pump mplx	core dimer inh	PREPL inh
1	CCN(CC)S(=O)(=O)c1ccc(C)c(NC(=O)COC(=O)CCC(=O)c2cccs2)c1	-0.6	x	-0.2	x	0.9
2	COC(=O)c1sc(-c2ccc(Cl)cc2)cc1NC(=O)/C=C/C(=O)O	5.7	0.9	0.3	23.0	14.2
3	CCN(CC)S(=O)(=O)c1cccc(C(=O)OCC(=O)C23CC4CC(CC(C4)C2)C3)c1	-8.6	1.5	0.3	9.0	12.5
4	COC(=O)c1nn(-c2ccc(-c3ccccc3)cc2)cc1O	-6.2	-1.4	0.1	1.0	1.6
5	COc1ccc(-n2c(CSc3nc(C)cc(C)n3)nnc2SCC(=O)Nc2nccs2)cc1	-5.1	2.0	-0.1	-3.2	-8.7
6	O=C(CCc1nc2ccccc2s1)Nc1ccccc1	-3.8	-3.6	-0.1	-0.9	-13.6
7	Cc1cnc2c(c1)C(=O)c1ccccc1-2	-9.3	-4.4	-0.2	4.6	3.6
8	Cc1c(C(=O)N2CCN(Cc3cccs3)CC2)oc2ccccc12	-6.1	x	-0.3	x	8.3
9	Cc1ccc(OCC(=O)N(c2ccccn2)C2CCCCC2)c(C)c1	-15.1	-4.4	-0.2	-7.6	16.0
10	Cc1occc1C(=O)Nc1ccc2c(c1)OCCO2	6.8	2.6	0.0	11.2	-3.9
11	CC(=O)c1cccc(NC(=O)CSc2nc(=O)n(CCCN3CCOCC3)c3c2CCC3)c1	-9.8	6.2	-0.1	-1.6	5.3
12	COc1cc2c3c(c1OC)C1(C=CC(=NO)C=C1)CC3N(C(C)=O)CC2 (centres undefined)	-14.0	-1.9	0.9	2.8	4.8
13	O=C(Nc1ccc(NC(=O)C2CC2)nc1)c1cccnc1	1.3	-1.0	-0.1	0.1	1.7
14	Cc1ccc(C(=O)C2COC(=O)C2)cc1 (centres undefined)	-8.4	-0.5	-0.1	-0.6	1.8
15	Brc1csc(C=Nc2ccc3c(c2)OCCOCCOCCOCCO3)c1	-4.5	-1.7	1.1	-4.2	8.2

cpd	Fh CTSL1 inh	PP5 primary	PP1 counter	EBNA-1 inh
1	x	0.7	-0.2	x
2	2.1	3.1	7.2	-10.2
3	2.5	1.5	1.1	-4.5
4	-1.3	3.1	1.9	-11.0
5	-2.8	4.0	-0.5	-12.8
6	-2.6	4.8	0.0	9.4
7	-0.6	-3.0	-0.8	-2.1
8	x	1.0	-2.0	x
9	1.5	-0.4	-0.3	9.5
10	0.4	0.1	-2.4	2.4
11	-0.1	1.6	-1.9	-5.8
12	-5.0	3.7	-0.4	-18.4
13	-1.6	2.1	-0.1	13.4
14	-1.2	-1.6	-2.9	3.9
15	-4.1	3.9	-1.2	-1.8

From entry 12 as far as 13, as listed above:
cpd	canonical_smiles	ZTA DNA inh	TPT1 inhibitor	Efflux pump mplx	core dimer inh	PREPL inh
12	COc1cc2c3c(c1OC)C1(C=CC(=NO)C=C1)CC3N(C(C)=O)CC2 (centres undefined)	-14.0	-1.9	0.9	2.8	4.8
13	O=C(Nc1ccc(NC(=O)C2CC2)nc1)c1cccnc1	1.3	-1.0	-0.1	0.1	1.7

cpd	Fh CTSL1 inh	PP5 primary	PP1 counter	EBNA-1 inh
12	-5.0	3.7	-0.4	-18.4
13	-1.6	2.1	-0.1	13.4

Further entries follow:
cpd	canonical_smiles	ZTA DNA inh	TPT1 inhibitor	Efflux pump mplx	core dimer inh	PREPL inh
16	Cc1[nH]n(-c2ccccc2)c(=O)c1C(=O)c1cccc(F)c1	1.0	2.8	0.0	-2.3	-0.3
17	Cc1noc(C)c1CSc1nnc(-c2ccccc2)o1	5.8	1.7	0.1	-0.7	6.0
18	Cn1c(N)c(C(=O)c2ccc(Oc3ccccc3)cc2)c(=O)n(C)c1=O	2.1	-3.1	0.0	-3.4	-0.9
19	CN1C2CCC1/C(=C\c1ccc(F)cc1)C(=O)/C2=C/c1ccc(F)cc1	11.3	0.2	0.3	-11.3	-0.6
20	CCCn1c(SC(C)C(=O)NCC2CCCO2)nc2sc(CC)cc2c1=O (centres undefined)	-1.2	-2.9	0.0	4.0	2.1
21	O=C(NC1CC1)C1CCN(C2CCN(C(=O)CSc3ccccc3)CC2)CC1	-10.7	-1.2	0.0	2.3	3.0
22	Cc1nn(C)c(C)c1/C=C/C(=O)c1ccccc1	-5.4	2.4	0.0	-0.4	10.7
23	CN(C)c1ccc(/C=N/NC(=O)c2ccc(CN3CCOCC3)cc2)cc1Br	1.7	-3.3	0.0	0.5	-0.1
24	Nc1nc(SCC(=O)Nc2ccc(F)cc2)[nH]c(=O)c1NC(=O)c1ccc(F)c(F)c1	-1.6	-0.9	-0.1	-1.8	1.9
25	Cc1ccc(CNC(=O)C2(C)Oc3ccccc3NC2=O)cc1 (centres undefined)	22.3	-4.2	-0.1	-4.0	-13.4
26	Cc1nc(SCc2ccccc2)[nH]c(=O)c1CC(=O)OCC(C)C	-4.0	0.3	0.0	4.5	0.5
27	CCOC(=O)C1(CCCc2ccccc2)CCN(C(=O)CSC)CC1	0.7	-1.3	0.0	8.9	8.5
28	Clc1ccc2c(NCc3ccccc3)ccnc2c1	-1.2	2.5	-0.4	1.7	-16.6
29	CC1CCN(C(=O)c2nc[nH]c2C(=O)N2CCc3ccccc3C2)CC1	9.2	x	-0.1	x	11.1
30	COc1cc(C2C(C#N)=C(N)N(c3ccc(F)cc3)C3=C2S(=O)(=O)CC3)ccc1O (centres undefined)	10.9	31.8*	0.0	6.5	5.9

cpd	Fh CTSL1 inh	PP5 primary	PP1 counter	EBNA-1 inh
16	-1.2	0.6	1.0	-1.8
17	0.3	0.6	-2.5	-2.9
18	3.9	-1.1	0.0	-1.3
19	1.1	6.5	0.7	-0.5
20	-0.8	4.4	2.4	-5.2
21	-5.8	0.2	-3.1	4.9
22	-2.2	3.7	1.9	7.6
23	4.0	2.7	-2.9	-8.2
24	0.2	-1.8	0.9	2.4
25	1.2	-1.5	2.4	5.6
26	4.6	1.1	-0.3	4.6
27	0.4	-0.2	4.5	1.5
28	-3.7	1.1	0.6	10.1
29	x	-3.9	-4.9	x
30	3.1	2.1	-5.1	-2.0

(more compounds)
cpd	canonical_smiles	ZTA DNA inh	TPT1 inhibitor	Efflux pump mplx	core dimer inh	PREPL inh
31	Cc1cc(Cl)c(S(=O)(=O)N2CCN(c3ccccn3)CC2)cc1OCC(N)=O	7.6	-1.3	0.0	-2.1	-37.3
32	COc1ccc(OC)c(S(=O)(=O)N2CCCCC2C(=O)O)c1 (centres undefined)	3.0	-1.2	0.0	-5.2	2.9
33	CC(C)CCNC(=O)C1CCCN(S(=O)(=O)c2ccc(F)cc2)C1 (centres undefined)	-4.1	5.5	0.0	-0.1	7.0
34	COc1ccc(NC(=O)CSCC(=O)N(C)Cc2ccc(Cl)c(Cl)c2)cc1	9.0	x	0.3	x	9.2
35	Nc1ccc(C(=O)N/N=C\C=C\c2cccc([N+](=O)[O-])c2)cc1	-35.0	-1.8	-0.1	-8.9	16.3
36	C/C(CC(=O)Nc1cccc(F)c1)=N\NC(=O)c1ccncc1	-11.7	4.1	0.2	-0.7	8.5
37	Cc1nc(Cl)cc(N/N=C/c2ccc(O)cc2O)n1	6.4	1.2	0.2	-3.6	-0.6
38	CC(C)OC(=O)c1cccc(C(=O)OCc2ccco2)n1	-2.3	8.3	0.1	0.0	-1.4
39	COc1ccc(NC(=O)c2ccc(S(=O)(=O)N3CCCCC3)cc2)c(OC)c1	3.4	0.6	-0.3	17.9	3.3
40	O=C(NCC1COc2ccccc2O1)c1cn(Cc2ccc(F)cc2)nn1 (centres undefined)	-10.5	-3.1	0.0	2.8	-13.1
41	C#CCOCCOCCOCCNc1nc(N2CCN(C(=O)CCCCCCCCCCNC(=O)[C@H]([C@@H](C)CC)n3cc(CCCCN=C(N)N)nn3)CC2)nc(N2CCN(C(=O)CCCCCCCCCCNC(=O)[C@H](CO)n3cc(CCCCCN)nn3)CC2)n1	21.8	-0.4	1.9	4.3	54.5*
42	COc1ccccc1NS(=O)(=O)c1cc(C(=O)NCC(C)(C)N2CCOCC2)ccc1C	-4.9	-0.3	-0.1	-2.1	-1.3
43	COCC(=O)Nc1nnc(Cc2ccc(OC)cc2)s1	-12.9	2.0	0.0	0.5	-1.2
44	O=C(N/N=C/c1c(O)ccc2ccccc12)c1ccc(CO)nc1	-3.2	82.5*	0.1	-10.4	10.7
45	Cc1nnc(NC(=O)CCSc2ccccc2)s1	-3.9	1.3	0.1	-0.6	-2.7

cpd	Fh CTSL1 inh	PP5 primary	PP1 counter	EBNA-1 inh
31	-2.4	2.4	-1.6	-4.9
32	-2.3	-1.0	-1.9	15.7
33	-2.8	2.6	-2.6	-3.3
34	x	2.6	-1.8	x
35	6.6	4.9	1.3	-9.8
36	-4.9	1.9	5.6	-18.7
37	2.5	3.3	-0.3	-8.4
38	-0.8	-0.6	-0.6	-4.9
39	2.5	-0.4	-2.3	11.1
40	-1.7	-0.5	-2.9	-8.7
41	3.3	11.7*	73.3*	5.3
42	1.4	-0.2	1.5	0.7
43	-1.1	3.2	-2.9	0.3
44	2.0	3.0	-0.2	-4.6
45	-2.2	2.9	-6.3	-0.1

Carrying on.
cpd	canonical_smiles	ZTA DNA inh	TPT1 inhibitor	Efflux pump mplx	core dimer inh	PREPL inh
46	COP(=O)(OC)c1nc(-c2ccccc2)oc1NCc1ccccc1	7.7	-4.4	0.2	4.3	3.8
47	C=CCNC(=S)Nc1c(N)n(C)c(=O)n(C)c1=O	2.0	0.2	0.4	-3.9	5.3
48	CN=C(c1ccccc1)c1c(C)cccc1C	-4.4	-0.5	23.6*	-6.7	6.5
49	Cc1cc(/C=C2\NC(=O)N(Cc3ccc(Cl)cc3)C2=O)c(C)n1C	21.9	4.8	0.0	5.2	23.9
50	CCCc1ccc(Oc2cn[nH]c2-c2ccc(O)cc2O)cc1	-2.1	0.8	0.0	1.4	27.1
51	COCCNC(=O)c1ccc(Cn2c(=S)[nH]c3cc4c(cc3c2=O)OCO4)cc1	2.8	-0.9	0.0	0.1	-1.4
52	CCOC(=O)C1CCCN(C(=O)c2ccc3c(=O)n(Cc4ccccc4OC)c(=S)[nH]c3c2)C1 (centres undefined)	-4.5	2.4	0.2	0.8	-11.7

cpd	Fh CTSL1 inh	PP5 primary	PP1 counter	EBNA-1 inh
46	1.6	-1.2	1.2	-9.8
47	-3.0	0.2	-2.3	-5.0
48	-4.2	2.4	2.5	-5.9
49	1.3	0.4	8.9	2.0
50	2.1	10.0*	5.9	-10.9
51	1.6	-0.3	1.6	4.2
52	0.4	6.0	2.4	2.4

A draw from above in order of SMILES length, smallest number first.
cpd	canonical_smiles	ZTA DNA inh	TPT1 inhibitor	Efflux pump mplx	core dimer inh	PREPL inh
48	CN=C(c1ccccc1)c1c(C)cccc1C	-4.4	-0.5	23.6*	-6.7	6.5
47	C=CCNC(=S)Nc1c(N)n(C)c(=O)n(C)c1=O	2.0	0.2	0.4	-3.9	5.3
49	Cc1cc(/C=C2\NC(=O)N(Cc3ccc(Cl)cc3)C2=O)c(C)n1C	21.9	4.8	0.0	5.2	23.9
51	COCCNC(=O)c1ccc(Cn2c(=S)[nH]c3cc4c(cc3c2=O)OCO4)cc1	2.8	-0.9	0.0	0.1	-1.4

cpd	Fh CTSL1 inh	PP5 primary	PP1 counter	EBNA-1 inh
48	-4.2	2.4	2.5	-5.9
47	-3.0	0.2	-2.3	-5.0
49	1.3	0.4	8.9	2.0
51	1.6	-0.3	1.6	4.2
